Source: PubChem BioAssay
SMN2 splice enh – qHTS Assay for Enhancers of SMN2 Splice Variant Expression. HEK293 SMN2-luciferase splicing reporter, luminescence, 30-36 h. Potency, µM (doses to about 46.1 µM), for the others: top-dose activity change, positive = activation, hits mostly activators. AID 1458, 2008. 210,000 compounds, 2.8% hits; further: potency means the concentration at half of the fitted maximal effect; % of control where 0% means no effect; nearly all actives have a fitted effect of over 55% in size
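HEK293 cells carry an SMN2 minigene-luciferase reporter in which exon 7 inclusion puts luciferase in frame. Cells were seeded at 2000 cells/well, attached for 10-12 hours, then exposed to compounds for 30-36 hours at 37C before ONE-Glo luminescence.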
CBFb RUNX1 block – qHTS Assay for Compounds Blocking the Interaction Between CBF-beta and RUNX1 for the Treatment of Acute Myeloid Leukemia | Runt-related transcription factor 1 (Homo sapiens) + Core-binding factor subunit beta … | AlphaScreen CBFb-His/RUNX1-biotin binding, biochemical | Potency, µM (titrated, usually from 59.8 µM), for inactives: at the highest dose activity, negative = inhibition, actives largely listed as inhibitors | 230,000 tested, under 10 active | AID 1477, 2009; further: % of control where 0% means no effect
Target sequence (Q01196 whole entry, looked up): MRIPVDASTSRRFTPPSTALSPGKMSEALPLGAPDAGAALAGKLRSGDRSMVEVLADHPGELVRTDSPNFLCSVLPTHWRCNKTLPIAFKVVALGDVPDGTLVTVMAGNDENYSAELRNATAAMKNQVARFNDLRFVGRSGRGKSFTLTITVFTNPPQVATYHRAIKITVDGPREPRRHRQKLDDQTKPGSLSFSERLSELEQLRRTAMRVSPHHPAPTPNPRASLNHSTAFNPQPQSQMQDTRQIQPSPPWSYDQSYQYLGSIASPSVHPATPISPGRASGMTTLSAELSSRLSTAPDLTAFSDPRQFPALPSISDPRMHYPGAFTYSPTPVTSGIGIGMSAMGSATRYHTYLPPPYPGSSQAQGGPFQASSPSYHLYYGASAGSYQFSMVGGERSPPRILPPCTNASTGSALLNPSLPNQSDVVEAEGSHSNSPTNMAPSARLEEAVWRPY
Target sequence (Q13951 whole entry, looked up): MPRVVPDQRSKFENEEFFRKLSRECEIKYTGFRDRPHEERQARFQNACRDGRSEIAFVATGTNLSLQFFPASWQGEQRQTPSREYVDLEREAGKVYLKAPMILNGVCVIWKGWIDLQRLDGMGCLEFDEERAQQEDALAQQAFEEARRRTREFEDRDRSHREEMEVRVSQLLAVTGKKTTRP
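Inhibition was taken as any reduction in AlphaScreen signal from the CBF-beta–RUNX1 pair (His and biotin tags, 30 nM each), measured after compound (15 min) and bead (90 min) incubations at room temperature.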
LMNA splice mod – qHTS Assay for Modulators of Lamin A Splicing | HeLa LMNA splicing GFP/RFP minigene ratio, 48 h | 200,000 compounds, 0.01% hits | Potency, µM (titrated, usually from 46.1 µM), for the others: at the highest dose ratio change, negative = inhibition, usual class: inhibitors | AID 1487, 2009; active means well fitted inhibition curve with a large enough effect in the signal ratio, with a control signal flat, not every such curve was filed as active; inconclusive means small, poorly fitted or top-dose-only effect, or effect the other way, or a change in a side signal; the % refers to the signal ratio; further: potency means the concentration at half of the fitted maximal effect; on the % scale 0 is the no-effect control and ±100 the full control effect
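Read-out is the ratio of GFP to DsRed2 object intensity, acquired by 488 nm laser-scanning cytometry on HeLa lamin A-EGFP minigene reporter cells. Compound incubation 48 hrs at 37 °C in Opti-MEM with 2% FBS; DMSO 0.5% final.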
HTT ATP protect – qHTS Multiplex Assay to Identify Dual Action Probes in a Cell Model of Huntington: Cytoprotection (ATP); Potency, µM (titrated, usually from 56.4 µM), for the others: cytoprotection (ATP increase), actives largely listed as activators; 230,000 compounds, 0.14% hits; AID 1471, 2008; PC12 HTT-Q103 induced, cytoprotection, ATP luminescence, 40 h;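 further: potency means the concentration at half of the fitted maximal effect; % of control where 0% means no effect; nearly all actives have a fitted effect of over 45% in size; toxic huntingtin expression switched on by the ecdysone agonist tebufenozide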
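PC12 cells with ecdysone-inducible HTT exon 1 Q103-GFP, induced with 100 nM tebufenozide and co-treated with library compounds in a dose series (1536-well, 1500 cells/well). Cytoprotection read as ATP content by ATPlite luminescence.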
Luc counter – Counterscreen for Luciferase (Kinase-Glo TM) Inhibition | 200,000 compounds, 0.28% hits | Luciferin 4-monooxygenase (Photuris pensylvanica), Q27757 | Potency, µM (doses to about 38.3 µM), without a hit: at the top dose activity change, negative = inhibition, most hits filed as inhibitors | Kinase-Glo luciferase, ATP luminescence, 8 min; further: potency means the concentration at half of the fitted maximal effect; on the % scale 0 is the no-effect control and ±100 the full control effect; nearly all actives have a fitted effect of over 60% in size
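Recombinant Kinase-Glo luciferase, 10 uM ATP (linear range), luciferin; imidazole pH 7.2 / KCl / MgCl2 / Tween / BSA buffer; 8 min RT; luminescence.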
IMPase Li inh – qHTS Assay for Identifying the Cell-Membrane Permeable IMPase Inhibitors: Potentiation with Lithium. CHO-M1 cells, IP1 TR-FRET (IP-One), carbachol + lithium. Potency, µM (top dose mostly 59.4 µM), without a hit: at the top dose activity, negative = IMPase inhibition, most hits filed as inhibitors. 210,000 compounds, 0.35% hits. AID 1457, 2008;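 further: IP1 builds up when IMPase is blocked and the TR-FRET signal falls; potency means the concentration at half of the fitted maximal effect; plate controls were basal vehicle for no effect and high inhibitor control for full effect; nearly all actives have a fitted effect of over 50% in size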
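CHO cells stably expressing M1 receptor (2000/well) were cultured 16–30 h, then exposed to compounds with a small lithium addition for 30 min at 37C. IP1 was measured by TR-FRET competition; AC50 from Hill fits.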
HttQ103 aggreg – qHTS Multiplex Assay to Identify Dual Action Probes in a Cell Model of Huntington: Aggregate Formation (GFP). Potency, µM (doses to about 46.1 µM), for inactives: at the highest dose activity change, negative = inhibition, usual class: inhibitors. 220,000 compounds, 1.1% hits. PC12 HttQ103-GFP aggregates, Acumen cytometry, 40 h; further: potency means the concentration at half of the fitted maximal effect; on the % scale 0 is the no-effect control and ±100 the full control effect; nearly all actives have a fitted effect of over 60% in size
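Using laser scanning cytometry, GFP-positive aggregates were counted after lysis of PC12 cells induced with 100 nM tebufenozide to express HTT exon 1 Q103–GFP. Compounds were tested in titration.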
An asterisk follows results filed as active; ? = inconclusive; . = not tested or not shown; & = joins results of further samples; [ ] = another dose, or the depositor's remark. Unless noted, the call rests on the fitted dose curve; in most records, active means well fitted curve in the direction sought with a large enough effect; inconclusive means small, poorly fitted or top-dose-only effect, or another doubt; inactive means no such curve, though single readings can be large; an effect the other way counts as inactive or inconclusive.

item	SMILES	SMN2 splice enh	CBFb RUNX1 block	LMNA splice mod	HTT ATP protect
1	O=C(CSc1ncn(-c2ccccc2)n1)Nc1ccc(Br)cn1	.	11%	20%	8%
2	CCOc1ccc(S(=O)(=O)NCc2ccc(C)cc2)c2cccnc12	-18%	-7%	?	.
3	Cc1scc(C(=O)Nc2ccon2)c1-c1ccccc1	13%	5%	3%	15%
4	Cc1nnc(SCc2cc(=O)[nH]c(N3CCN(C)CC3)n2)s1	-3%	11%	6%	.
5	Cc1cccc(C(=O)NCN2CCN(c3ccccc3C#N)CC2)c1	21%&2%	-7%	?	-14%
6	O=C(O)CCCNC(=O)/C(=C\C=C\c1ccccc1)NC(=O)c1ccccc1Cl	.	3%	.	-24%[10 µM]
7	CC(=O)Oc1cc(OC(C)=O)c2c(=O)c(-c3ccc4c(c3)OCCCO4)c(C)oc2c1	.	3%	.	0%[10 µM]
8	CC(=O)Nc1nc(-c2ccc3c(c2)OCO3)cs1	.	1%	.	-13%[10 µM]
9	CC(C)CCN1CCN(Cc2nc3c(s2)CCCC3)CC1CCO (centres undefined)	.	8%	.	-29%
10	O=[N+]([O-])c1cnc2ccccc2c1	-8%	0%	2%	.

item	Luc counter	IMPase Li inh	HttQ103 aggreg
1	3%	22%[38.3 µM]	-5%
2	1%	3%	22%
3	1%	9%[38.3 µM]	-3%
4	-5%	-4%	11%
5	-3%&1%	6%&0%&15%	.
6	-5%	1%	-14%[9.22 µM]
7	.	.	2%[9.22 µM]
8	.	.	-27%[9.22 µM]
9	.	.	-8%
10	-3%	-10%	6%

item	SMILES	SMN2 splice enh	CBFb RUNX1 block	LMNA splice mod	HTT ATP protect
11	O=C(NCCO)/C(=C/c1ccc(Br)cc1)NC(=O)c1cccs1	-5%	8%	-17%	-6%[10 µM]
12	Cc1cc(Cl)ccc1NC(=S)NCCN1CCOCC1	20%	-2%	1%	.
13	CCCNC(=O)CN(C)S(=O)(=O)c1ccc(F)cc1	2%	?	6%	.
14	COc1ccc(NC(=O)CSc2nnc(N)s2)cc1	14%&2%	4%	8%	3%
15	CCOc1ccc(C(=S)N2CCOCC2)cc1	2%	-5%	5%	-7%
16	CC(OC(=O)CC(NC(=O)c1ccccc1Cl)c1ccccc1)C(=O)Nc1cccc(Cl)c1Cl (centres undefined)	-7%	2%	?	20%[10 µM]
17	CCN(CC)S(=O)(=O)c1cccc(C(=O)NCC(=O)OCC(=O)NCc2ccccc2)c1	-2%	6%	5%	-11%
18	COc1ccc(/C=N/NC(=O)c2cccnc2)cc1CN1CCN(c2ccc(F)cc2)CC1	-6%	-12%	4%[46 µM]	-47%[inhibitor]
19	O=C(/C=C/c1cccc([N+](=O)[O-])c1)N1CCN(S(=O)(=O)c2cccs2)CC1	4%	-16%	.	-7%
20	COc1cccc(NC(=O)CCNC(=O)c2ccccc2Cl)c1	-22%	2%	0%[46 µM]	-40%[inhibitor]

item	Luc counter	IMPase Li inh	HttQ103 aggreg
11	-1%	-2%	-6%
12	-2%	-8%	-6%
13	-5%	-1%	-6%
14	-1%	-22%[38.3 µM]	-2%
15	-8%	2%[38.3 µM]	-8%
16	-1%	8%	-1%
17	-2%	-21%[38.3 µM]	2%
18	0%	11%	11%
19	-1%	3%	13%
20	3%	1%	9%

3 entries out of the list above, arranged by the number in LMNA splice mod, rising.
cpd	mol	LMNA splice mod
3	Cc1scc(C(=O)Nc2ccon2)c1-c1ccccc1	3%
15	CCOc1ccc(C(=S)N2CCOCC2)cc1	5%
13	CCCNC(=O)CN(C)S(=O)(=O)c1ccc(F)cc1	6%

More entries follow:
item	SMILES	SMN2 splice enh	CBFb RUNX1 block	LMNA splice mod	HTT ATP protect
21	O=C(NCCN1CCN(c2ccccc2)CC1)c1cccn2c(=O)c3cc(Cl)ccc3nc12	5%	1%	5%	-6%
22	Cc1ccc(/C=N/Nc2ccc(Cl)nn2)cc1	.	7%	.	-8%[10 µM]
23	CCOC(=O)c1nc(Nc2ccc(N3CCC(C)CC3)cc2)c2ccccc2n1	.	-26%	.	-10%[10 µM]
24	CC1CN(C(=O)c2ccc3c(c2)OCO3)CC(C)O1 (centres undefined)	12%	11%	-2%	6%[10 µM]
25	Cc1ccc(NC(=O)COC(=O)COc2ccc(Cl)cc2C)c([N+](=O)[O-])c1	5%	?	-1%	40%[10 µM]
26	COc1ccc(Nc2cc(=O)oc3ccccc23)cc1	-28%	0%	-15%	-47%[inhibitor]
27	CN(CC(=O)O)Cc1c[nH]c2ccccc12	-12%[9.22 µM]	.	.	6%[10 µM]
28	COc1ccc(-c2nc(N)nc(C(F)(F)F)c2-c2csc(C)n2)c(O)c1	.	3%	.	18%[10 µM]
29	O=C(CSc1ccc(Cl)cc1)Nc1ccccc1N1CCN(C(=O)c2ccccc2)CC1	-39%[inhibitor]	-3%	?	-9%
30	O=C(NCc1cccnc1)c1noc2c1CCCCC2	-2%	5%	5%	10%

item	Luc counter	IMPase Li inh	HttQ103 aggreg
21	1%	35%[activator][38.3 µM]	16%
22	.	.	-13%[9.22 µM]
23	.	0%	-22%[9.22 µM]
24	-5%	17%[38.3 µM]	-4%
25	1%	-3%	-2%
26	-2%	4%[38.3 µM]	-58%
27	-4%[7.66 µM]	-6%	.
28	.	.	-6%[9.22 µM]
29	-1%	7%[38.3 µM]	7%
30	3%	5%[38.3 µM]	2%

Four records drawn at random from those above, as already listed:
item	SMILES	SMN2 splice enh	CBFb RUNX1 block	LMNA splice mod	HTT ATP protect
10	O=[N+]([O-])c1cnc2ccccc2c1	-8%	0%	2%	.
5	Cc1cccc(C(=O)NCN2CCN(c3ccccc3C#N)CC2)c1	21%&2%	-7%	?	-14%
28	COc1ccc(-c2nc(N)nc(C(F)(F)F)c2-c2csc(C)n2)c(O)c1	.	3%	.	18%[10 µM]
2	CCOc1ccc(S(=O)(=O)NCc2ccc(C)cc2)c2cccnc12	-18%	-7%	?	.

item	Luc counter	IMPase Li inh	HttQ103 aggreg
10	-3%	-10%	6%
5	-3%&1%	6%&0%&15%	.
28	.	.	-6%[9.22 µM]
2	1%	3%	22%

Going on with the list.
item	SMILES	SMN2 splice enh	CBFb RUNX1 block	LMNA splice mod	HTT ATP protect
31	O=[N+]([O-])c1cc(/C=N/NC(=S)Nc2ccccc2Cl)ccc1Cl	8%	-13%	.	.
32	O=C(CSc1ccccn1)Nc1nc2ccc(Br)cc2s1	1%	5%	-6%	-2%
33	O=C(NNS(=O)(=O)c1ccccc1C(F)(F)F)c1cc2ncc(C(F)(F)F)cc2s1	.	6%	3%[46 µM]	-10%[10 µM]
34	COc1ccc(Cl)cc1NC(=O)CN(c1ccccc1)S(=O)(=O)N(C)C	0%	0%	6%	-10%
35	CC(CCn1cccn1)NC(=O)CCc1nnc(CCc2ccccc2)o1 (centres undefined)	-5%	1%	8%[46 µM]	36%[10 µM]
36	CCN(CC)c1nc2c(s1)C(=O)CC(C)(C)C2	8%	-2%	15%	-17%
37	Nc1c(C(=O)c2ccc(Cl)cc2)sc2c1c(=O)[nH]c(=O)n2-c1ccccc1	.	-4%	0%	14%[10 µM]
38	O=C(NCc1ccccc1)/C(NC(=O)c1ccccc1)=C(/Sc1ccccn1)c1ccccc1	-6%	-5%	-4%	14%[10 µM]
39	COC(=O)[C@@]1(Cc2ccccc2)[C@H]2c3cc(C(=O)N4CCCC4)n(CCSCCO)c3C[C@H]2CN1C(=O)c1ccccc1	-10%&-3%	4%[2.36 µM]	8%	9%
40	COc1cc(/C=C2\C(=O)NN(c3ccc(C)cc3)C2=O)cc([N+](=O)[O-])c1O	-8%	-16%	?	-21%

item	Luc counter	IMPase Li inh	HttQ103 aggreg
31	-1%	16%	14%
32	0%	4%[38.3 µM]	-22%
33	.	.	16%[9.22 µM]
34	11%	-8%[38.3 µM]	-17%
35	0%	2%	19%[9.22 µM]
36	0%	-11%[38.3 µM]	-10%[9.22 µM]
37	.	.	27%
38	1%	4%	6%
39	3%&3%	2%&-7%	-15%
40	-5%	23%	?

item	SMILES	SMN2 splice enh	CBFb RUNX1 block	LMNA splice mod	HTT ATP protect
41	Cn1c(CSCc2ccccc2)n[nH]c1=S	2%	8%	7%	11%[10 µM]
42	COc1ccc(-n2c(C)nc3c(cnn3-c3ccccc3)c2=O)cc1	-31%[inhibitor]	-6%	?	-3%
43	O=C(NNC(=O)c1csc(-c2cnccc2C(F)(F)F)n1)c1ccc(C(F)(F)F)cc1	.	-4%	.	-4%[10 µM]
44	Cc1nc(C)c(-c2csc(N)n2)s1	.	4%	?	-68%[inhibitor][10 µM]
45	CCc1nnc(NC(=O)CSc2nnc(-c3ccoc3C)n2-c2ccccc2)s1	-17%	-7%	8%	-4%[10 µM]
46	COc1ccc(/C=N/N2C(=O)CN(C(=O)c3ccccc3)C2c2ccc(OC)cc2)cc1 (centres undefined)	.	0%	.	19%[10 µM]
47	Cc1cc(NC(=O)c2c(Cl)cccc2Cl)no1	2%	-12%	.	.

item	Luc counter	IMPase Li inh	HttQ103 aggreg
41	-1%	1%	5%
42	-3%	-5%[38.3 µM]	?
43	.	.	-20%[9.22 µM]
44	1%	8%	?
45	-1%	-12%[38.3 µM]	16%
46	.	.	6%[9.22 µM]
47	0%	-4%	.
